# Compound activity as filed in PubChem.
# Pol kappa inh: DNA polymerase kappa (human) inhibition; hit rate 0.53% among 400,000; Q9UBT6; purified Pol kappa, fluorescent DNA synthesis assay, 10 min; Potency, µM (titrated, usually from 107 µM), for inactives: top-dose activity, negative = inhibition, usual class: inhibitors; AID 588579; further: potency means the concentration at half of the fitted maximal effect; on the % scale 0 is the no-effect control and ±100 the full control effect
#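 First, compounds were pin-transferred onto 10 nM Pol kappa. After 15 min at room temperature, substrate was added to 50 nM final. Fluorescence was then measured kinetically at 0 and 10 min.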
# APEX1 inh: APE1 (human) endonuclease inhibition | P27695 | recombinant APE1, TAMRA/BHQ-2 abasic DNA cleavage fluorescence | Potency, µM (doses to about 65.8 µM), for the others: top-dose activity change, negative = inhibition, actives largely listed as inhibitors | hit rate 0.35% among 350,000;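 further: potency means the concentration at half of the fitted maximal effect; plate controls were vehicle for no effect and reference inhibitor for full effect; nearly all actives have a fitted effect of over 55% in size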
# Target sequence (P27695 whole entry, looked up): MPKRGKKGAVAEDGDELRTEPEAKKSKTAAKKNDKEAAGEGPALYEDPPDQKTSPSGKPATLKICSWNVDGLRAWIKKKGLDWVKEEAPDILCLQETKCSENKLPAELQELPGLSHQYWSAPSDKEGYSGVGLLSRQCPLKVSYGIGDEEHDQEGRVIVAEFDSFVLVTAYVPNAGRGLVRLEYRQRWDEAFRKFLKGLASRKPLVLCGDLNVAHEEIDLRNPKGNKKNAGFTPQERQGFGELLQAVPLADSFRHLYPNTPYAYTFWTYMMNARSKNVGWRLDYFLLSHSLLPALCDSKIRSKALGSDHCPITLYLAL
#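 Activity was derived from the fluorescence gain between first and third kinetic reads (60 s intervals, ex 525/em 598 nm) after 50 nM THF-abasic TAMRA/BHQ-2 duplex was added to 0.75 nM APE1 preincubated 15 min with compound.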
# POLH inh: blocks human DNA polymerase eta activity | Potency, µM (top dose mostly 114 µM), inactives show top-dose activity change, negative = inhibition, actives largely listed as inhibitors | recombinant Pol eta, fluorescent DNA replication assay | Q9Y253 | hit rate 1.2% among 390,000; further: potency means the concentration at half of the fitted maximal effect; on the % scale 0 is the no-effect control and ±100 the full control effect
# Target sequence (Q9Y253 whole entry, looked up): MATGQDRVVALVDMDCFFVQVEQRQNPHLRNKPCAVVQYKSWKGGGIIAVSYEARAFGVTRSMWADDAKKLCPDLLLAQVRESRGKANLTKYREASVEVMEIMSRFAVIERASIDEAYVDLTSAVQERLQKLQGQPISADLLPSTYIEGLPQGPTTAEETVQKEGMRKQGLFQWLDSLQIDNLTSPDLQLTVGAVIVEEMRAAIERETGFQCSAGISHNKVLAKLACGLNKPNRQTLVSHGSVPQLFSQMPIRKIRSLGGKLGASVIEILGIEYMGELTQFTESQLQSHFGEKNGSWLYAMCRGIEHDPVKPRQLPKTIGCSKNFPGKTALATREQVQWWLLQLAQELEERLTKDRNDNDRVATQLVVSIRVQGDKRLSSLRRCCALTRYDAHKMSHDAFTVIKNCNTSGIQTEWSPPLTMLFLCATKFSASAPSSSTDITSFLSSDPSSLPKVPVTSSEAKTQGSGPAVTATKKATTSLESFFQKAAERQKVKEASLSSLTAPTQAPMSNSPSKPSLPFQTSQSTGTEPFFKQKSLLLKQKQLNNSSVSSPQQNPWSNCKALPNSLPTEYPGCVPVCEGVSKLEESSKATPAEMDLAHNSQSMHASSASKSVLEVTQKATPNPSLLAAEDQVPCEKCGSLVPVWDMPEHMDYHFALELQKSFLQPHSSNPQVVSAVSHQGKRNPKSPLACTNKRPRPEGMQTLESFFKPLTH
#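 Fluorescent replication assay: 50 nM final substrate added after a 15 min room-temperature compound preincubation with 10 nM enzyme. Signal taken at 0 min and again at 10 min.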
# LDHA inh: inhibitors of human lactate dehydrogenase A | P00338 | purified LDHA, NADH/diaphorase-resazurin fluorescence; hits give low values | activity change, % (values are at about 110 or 230 µM) | hit rate 0.15% among 480,000; in the data active means activity change below about -30%; inconclusive means mostly about -25% to -30%;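 further: plate controls were DMSO wells for no effect and wells without enzyme for full effect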
#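 Resorufin fluorescence (ex540/em590), read at 0 and 20 min after diaphorase/resazurin addition, reports the NADH left after a 5 min room-temperature reaction of 2 nM human LDH5 with 0.06 mM NADH and 0.2 mM pyruvate.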
# POLB inh: DNA polymerase beta (human) inhibition. P06746. Pol beta primer extension/strand displacement, fluorescence kinetic. Potency, µM (doses to about 114 µM), for the others: at the top dose activity change, negative = inhibition, usual class: inhibitors. hit rate 1.3% among 340,000; further: potency means the concentration at half of the fitted maximal effect; on the % scale 0 is the no-effect control and ±100 the full control effect
#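 Pol beta (10 nM) was preincubated with compound for 15 min at room temperature. The reaction was then started with 50 nM substrate and read immediately and after a further 10 min at room temperature.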
# ERG Ets-DNA blk: blocks human ERG Ets domain binding to DNA | AID 624246 | P11308 | hit rate 0.028% among 370,000 | fluorescence polarization, His-ERG Ets domain / labelled DNA | Potency, µM (highest dose often 76.9 µM), without a hit: at the highest dose FP activity, negative = inhibition, usual class: inhibitors; active means well fitted inhibition curve with a large enough effect in the polarisation, with a control signal flat; inconclusive means small, poorly fitted or top-dose-only effect, or effect the other way, or a change in a side signal; inactive means no such curve, though single readings can be large or run the other way; the % refers to the polarisation;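 further: polarization taken with two DNA probes labelled with fluorescein and Texas red; potency means the concentration at half of the fitted maximal effect; % of control where 0% means no effect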
#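 His-tagged ERG Ets domain (1 uM in the protein solution; 300mM KCl, 50mM Tris-HCl, 1mM EDTA, 1mM DTT, pH 7.5) received compound, then a probe mix of 5 nM fluorescein-DNA and 100nM Texas-615-DNA. Fluorescence polarization was read for both dyes.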
# ALOX12 inh: ALOX12 (human) lipoxygenase inhibition; P18054; purified 12hLO, xylenol orange hydroperoxide absorbance; Potency, µM (top dose mostly 108 µM), without a hit: top-dose activity change, negative = inhibition, usual class: inhibitors; hit rate 1.1% among 580,000; further: potency means the concentration at half of the fitted maximal effect; on the % scale 0 is the no-effect control and ±100 the full control effect
#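 Hydroperoxide product was detected by ferrous iron/xylenol orange as the 573 to 405 nm absorbance ratio. Arachidonic acid at 40 uM (final) was turned over for 30 min at room temperature by 150 nM human 12hLO, pH 7.0 Hepes buffer, after 15 min compound preincubation.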
# RGS4 inhibitor: inhibitors of human regulator of G protein signaling 4; P49798; Transcreener GDP fluorescence polarization, RGS4-accelerated GTP hydrolysis; Potency, µM (highest dose often 114 µM), for the others: top-dose activity change, negative = inhibition, actives largely listed as inhibitors; hit rate 0.039% among 390,000; further: potency means the concentration at half of the fitted maximal effect; on the % scale 0 is the no-effect control and ±100 the full control effect; nearly all actives have a fitted effect of over 75% in size; some results filed as inactive show a strong effect at the top dose
#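 MLSMR compounds (23 nl, pin-transferred) preincubated 10 min at room temperature with a 500nM (2x) first reagent, then RGS4 at 900nM (2x) plus Transcreener GDP mix added; fluorescence polarization (620/688 nm) read before and after 90 min at 30 °C.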
# Apoferritin bind: candidate novel general anesthetic via apoferritin binding; P02791; apoferritin/1-aminoanthracene competitive binding, fluorescence; Potency, µM (top dose mostly 77.5 µM), for inactives: top-dose activity change, negative = displacement, usual class: inhibitors; hit rate 0.074% among 350,000; AID 485281; further: potency means the concentration at half of the fitted maximal effect; on the % scale 0 is the no-effect control and ±100 the full control effect; nearly all actives have a fitted effect of over 20% in size
#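 Probe: 1-aminoanthracene (50% saturated, PBS). Protein: horse-spleen apoferritin, 10 uM. Incubation: 10 min, room temperature. Detection: 380 nm excitation, 535 nm emission. Analysis: normalized response, four-parameter Hill.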
# An asterisk follows results filed as active; ? = inconclusive; . = no result given; [ ] = another dose, or the depositor's remark. Unless noted, the call rests on the fitted dose curve; in most records, active means well fitted curve in the direction sought with a large enough effect; inconclusive means small, poorly fitted or top-dose-only effect, or another doubt; inactive means no such curve, though single readings can be large; an effect the other way counts as inactive or inconclusive. Only part of the results is shown; the hit share may differ from the screen's.
SMILES,Pol kappa inh,APEX1 inh,POLH inh,LDHA inh,POLB inh,ERG Ets-DNA blk,ALOX12 inh,RGS4 inhibitor,Apoferritin bind
CCCNC(=S)Nc1ccc(F)cc1F,-8.0%,-1.8%,-3.7%,-0.1,14.8%,-0.7%,201.6%[activator],-6.2%,-7.9%
Cn1cccc1C(=O)NCCc1ccccc1,5.1%,10.3%,-11.8%,-5.7,-3.9%,-3.2%,-9.1%,-21.7%,-12.1%
COc1ccc2[nH]cc(CCNC(=O)COc3ccc4ccc(=O)oc4c3)c2c1,-10.0%,9.0%,-16.2%,-11.0,27.3%,-1.5%,-5.6%,3.7%,-10.1%
CC(Sc1nnc(-c2ccccc2F)n1C1CC1)C(=O)NCc1ccco1 (centres undefined),-9.7%,4.4%,-20.4%,-1.5,.,-1.9%,8.6%,-44.7%,.
O=C(c1cccc(F)c1)N1CCCN(C(=O)c2cccc(F)c2)CC1,-3.8%,-8.2%,-21.8%,-3.7,4.4%,5.3%,-8.5%,-12.2%,-6.3%
CN(CCC(=O)Nc1cc(S(=O)(=O)N(C)C)ccc1Cl)CC(=O)Nc1ccc(F)cc1,1.9%,47.0%,-17.3%,1.4,2.6%,7.9%,-21.2%,-24.1%,-3.7%
Nc1ccccc1Nc1cccc(C(F)(F)F)c1,-16.1%,-6.2%,-25.6%,-3.1,4.5%,0.9%,?,-13.3%,?
COc1ccc(NC(=O)Cc2nnc(SCC(=O)Nc3ccc(F)cc3)n2C)cc1,-7.7%,23.9%,-7.3%,2.2,21.3%,0.9%,-8.2%,-2.6%,-4.3%
Cc1cc(C)n2nc(SCC(=O)N(Cc3ccccc3)C3CCS(=O)(=O)C3)nc2n1 (centres undefined),0.1%,1.2%,-5.2%,-3.3,23.3%,-0.4%,-0.7%,5.2%,-10.1%
CC1CN(c2ccc(C(F)(F)F)cc2[N+](=O)[O-])CCN1S(C)(=O)=O (centres undefined),-12.5%,?,-24.0%,-0.7,45.8%,-2.6%,-10.8%,0.3%,-11.9%
COc1ccc(C2C(C#N)=C(N)OC3=C2C(=O)CCC3)cc1Cn1cc([N+](=O)[O-])cn1 (centres undefined),-0.4%,-4.3%,-11.2%,-3.8,6.0%,-7.6%,0.6%,-26.6%,-13.7%
O=C(Nc1ccc(Cl)cc1C(=O)N1CCCC1)c1cccc([N+](=O)[O-])c1,3.7%,25.3%,-2.1%,-0.9,36.0%,6.4%,-9.1%,-27.2%,0.1%
COc1ccc(C2C3C(C)=NN=C3CC(C)(O)C2C(C)=O)cc1 (centres undefined),-4.8%,2.1%,-24.7%,-1.4,17.5%,-0.3%,23.4%,-11.4%,-4.1%
O=C1NC[C@H](c2ccccc2)OC(=O)[C@@H](Cc2ccc(F)cc2)C/C=C\C[C@H]1CC(=O)N(CCO)Cc1ccccc1,2.1%,26.8%,-17.4%,7.0,.,1.7%,-16.2%,-17.8%,.
CCc1cc[n+](-c2nc3ccccc3nc2[N-]S(=O)(=O)c2ccc(Br)s2)cc1,-3.7%,-2.2%,-8.0%,9.4,4.0%,2.9%,?,-18.7%,-8.7%

# Five entries from above, bar-delimited:
mol | Pol kappa inh | APEX1 inh | POLH inh | LDHA inh | POLB inh | ERG Ets-DNA blk | ALOX12 inh | RGS4 inhibitor | Apoferritin bind
Cn1cccc1C(=O)NCCc1ccccc1 | 5.1% | 10.3% | -11.8% | -5.7 | -3.9% | -3.2% | -9.1% | -21.7% | -12.1%
COc1ccc2[nH]cc(CCNC(=O)COc3ccc4ccc(=O)oc4c3)c2c1 | -10.0% | 9.0% | -16.2% | -11.0 | 27.3% | -1.5% | -5.6% | 3.7% | -10.1%
CC(Sc1nnc(-c2ccccc2F)n1C1CC1)C(=O)NCc1ccco1 (centres undefined) | -9.7% | 4.4% | -20.4% | -1.5 | . | -1.9% | 8.6% | -44.7% | .
O=C(c1cccc(F)c1)N1CCCN(C(=O)c2cccc(F)c2)CC1 | -3.8% | -8.2% | -21.8% | -3.7 | 4.4% | 5.3% | -8.5% | -12.2% | -6.3%
CN(CCC(=O)Nc1cc(S(=O)(=O)N(C)C)ccc1Cl)CC(=O)Nc1ccc(F)cc1 | 1.9% | 47.0% | -17.3% | 1.4 | 2.6% | 7.9% | -21.2% | -24.1% | -3.7%

# Other compounds follow:
SMILES,Pol kappa inh,APEX1 inh,POLH inh,LDHA inh,POLB inh,ERG Ets-DNA blk,ALOX12 inh,RGS4 inhibitor,Apoferritin bind
O=S(=O)(Nc1ccccc1N1CCOCC1)c1ccc(Cl)cc1,11.9%,11.0%,-16.7%,3.3,.,-4.1%,.,-7.5%,.
O=C(CCN1C(=O)S/C(=C/c2ccc(Cl)cc2)C1=O)N1CCOCC1,-17.4%,?,-3.7%,-1.3,4.4%,13.8%,-22.7%,-11.2%,-9.6%
O=C(Nc1ccccc1)OCCOc1ccc(Cl)cc1Cl,-1.4%,.,-24.6%,6.6,.,3.0%,-20.7%,-14.6%,.
CCOc1ccc(NC(=O)CN(C)C(=O)C2CCN(c3ncnc4sc(C)c(C)c34)CC2)cc1OCC,-6.5%,15.8%,-9.2%,3.8,-11.1%,11.9%,0.0%,6.1%,-15.7%
CC(OC(=O)c1cc2sccc2n1C)C(=O)NC(C)(C)C (centres undefined),-11.8%,-3.0%,-9.5%,-1.0,2.3%,-1.0%,4.8%,15.0%,-6.4%
O=C(Nc1ccc(OC(F)(F)F)cc1)C1CCCN(S(=O)(=O)c2cccnc2)C1 (centres undefined),-4.4%,-1.4%,-6.2%,-1.4,8.3%,6.4%,0.0%,-5.8%,-21.0%
O=C(c1cnc2n(c1=O)CCS2)N1CCc2ccccc21,-10.2%,-3.0%,-12.3%,-5.3,8.3%,3.1%,32.9%,13.4%,20.5%
Cc1ccc(-n2c(C)n[nH]c2=S)cc1C,-14.5%,1.5%,-17.5%,-9.5,5.7%,-4.2%,?,-22.4%,-0.1%
COc1ccc(Oc2ccccc2C#N)cc1,-3.2%,9.6%,-10.1%,0.4,48.2%[activator],11.9%,-2.8%,-28.5%,?
NCCCC(=O)N1c2ccccc2Sc2ccc(Cl)cc21,6.2%,-7.5%,-22.6%,-5.5,17.3%,7.1%,-19.7%,-13.1%,-10.9%
Cc1cc(C(=O)CSc2nnc(-c3cccc(F)c3)n2N)c(C)n1Cc1ccc2c(c1)OCO2,-15.1%,-1.5%,-11.6%,1.5,?,5.0%,0.0%,-36.7%,-7.0%
O=C(NC(=S)NNC(=O)c1ccccc1O)c1ccc(F)cc1,-37.9%,-7.9%,-6.1%,-10.4,-0.7%,5.2%,?,-33.9%,-16.7%
CCc1ccc(-n2c(Cn3nc(C(F)(F)F)cc3C)n[nH]c2=S)cc1,8.3%,14.5%,-7.8%,-2.0,2.4%,-1.9%,?,-53.4%,-18.3%
O=C1N=C(N2CCOCC2)SC1=Cc1ccco1,-18.8%,.,-16.9%,19.3,.,9.5%,?,-26.6%,.
O=C(COC(=O)c1ccc(OC(F)(F)F)cc1)NCCN1C(=O)CSC1=O,-1.2%,23.8%,-16.6%,-3.1,.,3.9%,0.0%,21.4%,.
COc1ccccc1CCNC(=O)CSc1nc(=O)[nH]c2c1CCC2,-4.1%,-3.6%,-15.5%,-5.1,.,-1.3%,21.2%,-19.8%,.
COc1cc2c(cc1OC)CN(C(=O)C1CCN(S(=O)(=O)c3ccccc3F)CC1)CC2,-16.5%,9.5%,-3.6%,0.1,9.5%,-1.3%,-1.1%,24.7%,5.3%
CCON1C(=O)CN(C(=O)OC)C1c1ccc(Cl)cc1Cl (centres undefined),-6.5%,0.2%,3.2%,-2.7,21.6%,1.7%,-3.1%,-16.4%[56.9 µM],-3.5%
COC(=O)c1ccccc1NC(=O)c1ccccc1N(C)S(=O)(=O)c1ccccc1,-12.7%,-0.8%,1.0%,-2.3,4.8%,1.0%,-14.6%,12.6%,-4.5%
CC1CCN(c2c(NCC3CCC(C(=O)N4CCCCC4)CC3)c(=O)c2=O)CC1 (centres undefined),-23.8%,-5.6%,-1.8%,-14.0,-0.5%,2.5%,4.2%[57.4 µM],0.8%,1.6%
Cc1ccc[n+](CC(=O)c2ccc(NC(=O)c3ccccc3)cc2)c1C,-21.7%,.,8.1%,-6.2,.,2.2%,?,22.4%,.
CCN(CC(=O)Nc1c(F)cccc1F)C(=O)Cc1sc(C)nc1-c1ccc(F)cc1,-5.7%,6.7%,-6.5%,-11.1,.,-8.9%,3.5%,7.3%,.
CCOC(=O)C1=CN(CC)CCC1=O,1.5%,.,-2.4%,-0.7,.,-3.9%,-7.4%,3.2%,.
FC(F)Sc1ccc(-n2c(-c3ccc(Cl)cc3)c[n+]3c2CCC3)cc1,-5.1%,-6.8%,-1.0%,-12.2,-11.4%,-6.9%,-6.5%,-10.8%,-19.7%
COc1ccc(NC(=O)CSc2nc3c(c(=O)n2-c2ccc(F)cc2)SCC3)c(OC)c1,-7.8%,-2.7%,-12.9%,-3.5,-12.9%,-9.1%,0.0%,-16.5%,6.1%
